Screening data deposited in PubChem by several laboratories.
PKA-R1A act = activates the PKA-R1A holoenzyme complex. P00514+P68181. PKA-R1A dissociation, Cy5-IP20 fluorescence polarization; scaled: DMSO 0%, 113 µM cGMP 100%. activation, % at 11.4 µM. hit rate 0.083% among 340,000. AID 504707;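 active = percent activation above the mean of all tested compounds plus 3 SD, cut at about 19% in these data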;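 note: higher means more PKAc released from R1A so a rise in polarization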
Ecoli viability = reduces bacterial viability in AddAB counter-screen; hit rate 0.27% among 330,000; AID 449728; inhibition, % at 11.9 µM; E. coli V3065 growth, OD600 absorbance, 18 h;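 active = inhibition above the campaign's mean inhibition across all tested compounds plus 3 SD, cut at about 9.9% in these data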;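 note: uninfected addAB+ strain grown without phage in ampicillin broth; 0% = DMSO wells and 100% = ciprofloxacin 0.95 µg/ml wells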
HTR5A ag ctr = activates human HTR5A in OPRM1-OPRD1 agonist counter-screen; AID 504692; HTR5A agonist assay, luminescence, cell-based; hit rate 0.61% among 340,000; activation, % at 9.3 µM; in the data active = activation mostly above about 9.5%, no sharp cut-off; inactive = mostly below about 7.6%;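 note: 0% = cells with vehicle only and 100% = reference agonist; strong numbers were not always called active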
Pemphigus Ab inh = human desmoglein-3 autoantibody binding inhibition. DSG3-coupled beads, scFv-anti-DSG3-GFP binding, flow cytometry; stronger effect = lower value. binding (percent of control), % at 10 µM. hit rate 0.48% among 310,000;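 active = binding more than 3 SD below its plate's average and above zero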;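 note: hits lower antibody fragment binding to DSG3; some compounds called inactive have numbers as strong as hits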
HTR5A inv ag = counter-screen for OPRM1-OPRD1 inverse agonists: human HTR5A inverse agonism. P47898. HTR5A cell line, luminescence. inhibition, % at 9.3 µM. hit rate 0.083% among 340,000. AID 504634; in the data active = inhibition mostly above about 23%, no sharp cut-off; inactive = mostly below about 18%;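 note: 0% = cells with DMSO and 100% = no-cell wells with DMSO; some compounds called inactive have numbers as strong as hits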
SUMO Mot1 rescue = inhibitors of SUMOylation pathway: yeast Mot1-301 growth rescue | S. cerevisiae Mot1-301 growth rescue, ATP luminescence, 38.5C; percent above DMSO median, 100 means doubled | growth rescue, % at 18.8 µM | hit rate 1% among 320,000;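 active = every valid replicate shows activation above 250% relative to neutral control wells; inactive = the rest, any valid replicate at or below 250%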;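 note: OY570 slx delta 5 strain wells were the positive control but not used for scaling; some compounds called inactive have numbers as strong as hits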
OPRM1-OPRD1 inv = inverse agonists of human mu-delta opioid receptor heterodimerization; P35372+P41143; cell-based MOR-DOR heterodimer luminescence, inverse agonism; inhibition, % at 9.3 µM; hit rate 0.21% among 340,000; in the data active = inhibition above about 22%, passing the limit was not always enough;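 note: 0% = cells with DMSO and 100% = wells without cells with DMSO; values of inactives mirror those of a sister screen read the other way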
MOR-DOR ag = agonists of human mu-delta opioid receptor heterodimerization; P35372+P41143; cells, OPRM1-OPRD1 heterodimerization, luminescence; activation, % at 9.3 µM; hit rate 0.3% among 340,000; AID 504326; in the data active = activation above about 18%;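 note: 0% = vehicle-treated cells and 100% = reference agonist; values of inactives mirror those of a sister screen read the other way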
AddAB inh = less growth of phage-infected E. coli with AddAB; E. coli expressing H. pylori AddAB, absorbance growth; inhibition, % at 11.9 µM; hit rate 0.29% among 330,000; in the data active = inhibition above about 12%;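 note: 0% = vehicle wells of infected cells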
phage Ecoli inh = E. coli growth loss with phage present; hit rate 0.26% among 360,000; growth absorbance; inhibition, % at 11.9 µM; AID 651602; in the data active = inhibition above about 11%
PfHsp90 set2 = inhibits growth of yeast expressing Plasmodium falciparum Hsp90; S. cerevisiae expressing PfHsp90, BacTiter-Glo ATP, 48 h; yeast lacking PDR1 and PDR3 efflux regulators; inhibition, % at 9.4 µM; hit rate 0.32% among 310,000; AID 504621;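 active = every replicate shows inhibition above about 80%, whatever the replicate mean, limit read from the data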;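 note: 0% = DMSO neutral controls and 100% = 20 µM radicicol positive controls; yeast relying on Plasmodium falciparum Hsp90 in place of its own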
* hit, by the source's call. This is a subset; the hit share may differ from the screen's.

SMILES	PKA-R1A act	Ecoli viability	HTR5A ag ctr	Pemphigus Ab inh	HTR5A inv ag	SUMO Mot1 rescue	OPRM1-OPRD1 inv	MOR-DOR ag	AddAB inh	phage Ecoli inh	PfHsp90 set2
CC[C@@H]1C(=O)OC[C@@H]1Cc1cncn1C	-10	0.0	-3	117	21	15	3	-0.5	0.1	2.4	41
